IL-1B inflam inh: inhibitors of inflammasome signaling (IL-1 beta secretion). THP-1 LPS/ATP IL-1B secretion, AlphaLISA, 16 h; stronger effect = lower value. activity change, % at 57.5 µM. 360,000 compounds, 4.7% hits; in the data active means activity change below about -50%; inconclusive means mostly about -30% to -49%; further: on the % scale 0 is the no-effect control and ±100 the full control effect
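THP-1 cells pretreated 1 hr with compounds (up to 57.5 uM final), then stimulated with LPS (250 ng/mL final) plus ATP (1.25 mM final); secreted IL-1B measured by AlphaLISA after 16 hr, decreased signal indicating inhibition.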
HT1080 IDH1KD tx: HT-1080 IDH1 knockdown cell toxicity (counter line); HT-1080 IDH1 knockdown viability, ATP luminescence, 48 h; Potency, µM (titrated, usually from 46.1 µM), inactives show top-dose activity, negative = toxicity, usual class: cytotoxic; 360,000 compounds, 2% hits;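 further: potency means the concentration at half of the fitted maximal effect; 0% = DMSO wells and -100% = cell-free medium wells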
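After a 2 h attachment period, IDH1KD HT-1080 cells took pin-transferred compound for 48 h at 37 °C; ATP-based luminescence after 10 min room-temperature reagent incubation reported viability.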
KB-3-1 tox: kills parental KB-3-1 adenocarcinoma cells; KB-3-1 viability, CellTiter-Glo ATP luminescence, 72 h; 400,000 compounds, 1.4% hits; Potency, µM (doses to about 46.1 µM), inactives show top-dose activity change, negative = cytotoxic, hits mostly cytotoxic; further: potency means the concentration at half of the fitted maximal effect; on the % scale 0 is the no-effect control and ±100 the full control effect; nearly all actives have a fitted effect of over 60% in size
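Parental KB-3-1 viability, qHTS format: 72 h compound exposure, 37 °C; CellTiter-Glo; media-only wells and DMSO plates as controls; concentration-effect fits on corrected data.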
SW480 rereplic: induces DNA re-replication in SW480 colon adenocarcinoma cells. SW480 DNA re-replication, Hoechst DNA content imaging, 48 h. Potency, µM (series often up to 46.1 µM), without a hit: top-dose re-replication activation, actives largely listed as activators. 340,000 compounds, 1.8% hits. AID 624297; further: potency means the concentration at half of the fitted maximal effect; % of control where 0% means no effect; nearly all actives have a fitted effect of over 55% in size
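First, 250 cells per well were seeded. Next, compound or vehicle (23 nL) was pinned in, plates sat 48 hr at 37 C. Finally Hoechst was added for 40 min before fluorescence scanning.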
HepG2 viability: counter-screen for TGF-b inhibitors: cytotoxicity in HepG2 cells. 410,000 compounds, 0.76% hits. AID 588856. HepG2 CAGA-GFP viability, ATP luminescence, 18 h. Potency, µM (top dose mostly 46.1 µM), without a hit: at the highest dose activity change, negative = cytotoxicity, hits mostly cytotoxic; further: potency means the concentration at half of the fitted maximal effect; some results filed as inactive show a strong effect at the top dose
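CellTiter-Glo luminescence gave cytotoxicity after 18 hours at 37 degrees C. The cells were HepG2 CAGA-GFP in 1% FBS DMEM, stimulated with 500 pg/mL TGF-beta after compound addition. %Activity was normalised to no-cell wells (complete cell-killing) and DMSO (no toxicity), and curves were fitted and classified.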
HT1080-NT tox: kills 2HG-producing HT-1080-NT fibrosarcoma cells | HT-1080-NT fibrosarcoma viability, CellTiter-Glo ATP luminescence, 48 h | Potency, µM (series often up to 46.1 µM), for the others: top-dose activity, negative = less viability, most hits filed as cytotoxic | 360,000 compounds, 1.6% hits | AID 686970;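 further: NT is the 2HG producing partner of a matched IDH1 knockdown line; potency means the concentration at half of the fitted maximal effect; 0% = DMSO-treated cells and -100% = media-only wells without cells; nearly all actives have a fitted effect of over 55% in size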
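Luminescent CellTiter-Glo readout after 48 hours of compound exposure at 37 degrees C defined viability of HT-1080-NT cells. Activity was normalized to DMSO wells and cell-free media wells; concentration-response curves were fitted and assigned curve classes.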
ATXN viability: reduces viability in counter-screen for ATXN expression inhibitors. S2 cells (HEK-293 line with an ATXN2-luciferase reporter) viability, CellTiter-Fluor protease fluorescence, 24 h. Potency, µM (doses to about 56.7 µM), hits mostly cytotoxic. 400,000 compounds, 0.49% hits. AID 651635; further: potency means the concentration at half of the fitted maximal effect; nearly all actives have a fitted effect of over 40% in size
MCF10A rereplic: inducers of DNA re-replication in MCF 10A breast cells. Potency, µM (series often up to 46.1 µM), without a hit: at the highest dose activity, positive = re-replication, usual class: activators. MCF 10A DNA re-replication, Hoechst nuclear intensity, 48 h. AID 624296. 350,000 compounds, 2.9% hits; further: potency means the concentration at half of the fitted maximal effect; % of control where 0% means no effect; nearly all actives have a fitted effect of over 50% in size
ATXN2 expr inh: inhibitors of ATXN2 expression; AID 1745845; HEK-293 ATXN2-luciferase reporter, luminescence, 24 h; Potency, µM (doses to about 57 µM), for inactives: at the top dose activity change, negative = inhibition, hits mostly inhibitors; 360,000 compounds, 0.72% hits; further: potency means the concentration at half of the fitted maximal effect; on the % scale 0 is the no-effect control and ±100 the full control effect; nearly all actives have a fitted effect of over 55% in size
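qHTS (up to 57 uM final) was run with 24 h compound exposure of reporter cells at 37 °C. Each well was multiplexed: SteadyGlo luminescence measured ATXN2-luciferase expression after a fluorogenic Gly-Phe-AFC viability readout (25 uM final).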
The depositor's hits bear a star; i = inactive; ? = inconclusive; . = not tested or not shown; & = joins results of further samples; ! = repeats disagree; [ ] = dose if it differs, or a comment. Unless noted, the call rests on the fitted dose curve; in most records, active means well fitted curve in the direction sought with a large enough effect; inconclusive means small, poorly fitted or top-dose-only effect, or another doubt; inactive means no such curve, though single readings can be large; an effect the other way counts as inactive or inconclusive. A portion of the library, so the mix of outcomes need not match the whole.

SMILES | IL-1B inflam inh | HT1080 IDH1KD tx | KB-3-1 tox | SW480 rereplic | HepG2 viability | HT1080-NT tox | ATXN viability | MCF10A rereplic | ATXN2 expr inh
CN(C)CCN(C(=O)COc1ccc(Cl)cc1)c1nc2cc3c(cc2s1)OCO3 | -16 | 2% | -7% | -9% | -7% | 1% | i | 2% | 5%
CCOC(=O)C1SC2(C(F)(F)C(F)F)CC1(O)c1c(c(OC)c3occc3c1OC)O2 (stereo not given) | 0 | 5% | -8% | -2% | -20% | -1% | i | -3% | -3%
CC(=O)c1ccc(OC(=O)N2CCOCC2)cc1 | 4 | 4% | 5% | 11% | 1% | 0% | i | ? | 11%
COc1cc(C)c(-c2nc(CN3C[C@@H]4C[C@@H](C3)c3cccc(=O)n3C4)c(C)o2)cc1C | -115* | -13% | 4% | 3% | 1% | -20% | ? | -7% | -32%
Cc1cccc(C(=O)Nc2ccc3c(c2)CC2(C(=O)N(C)C(=O)N(C)C2=O)C2CCCN32)c1 (stereo not given) | 13 | 10% | 17% | -5% | 1% | 1% | i | -8% | 3%
CC/C(=N\Nc1ccccc1)c1c(O)n(-c2ccc(OC)cc2)c(=O)[nH]c1=O | 38 | ? | -6% | -7% | 16% | ? | i | ? | -22%
CCC1(Cc2ccccc2)C(=O)NC(=S)N(C)C1=O (stereo not given) | 23 | 24% | 2% | 3% | -3% | 14% | i | 0% | 10%
COC(=O)C1=C(c2ccc(F)cc2OCc2ccccc2)C[C@@H]2CC[C@H]1N2C(=O)NCCCOC(C)C | 0 | -3% | -16% | 3% | -9% | -2% | i | ? | -26%
COC(=O)c1cccc(N=Cc2c(O)n(Cc3ccc(F)cc3)c(=O)[nH]c2=O)c1 | 19 | 20% | ? | 0% | 24% | 15% | i | -1% | 5%
Cn1c(O)c(Cc2cccc(Cl)c2Cl)c(=O)n(C)c1=O | 10 | 7% | 6% | -7% | -1% | 5% | i | 1% | 2%
Cc1cccc(-n2c(/C=C/c3ccccn3)nc3ccccc3c2=O)c1 | -52* | 3% | ? | ? | -22% | 2% | ? | ? | -25%
O=S1(=O)CC2(N3CCOCC3)CCCCC21 (stereo not given) | 9 | -1% | ? | -10% | 3% | 19% | i | 0% | 1%
CC(C)(C)NCC(O)c1cc(Cl)c(N)c(Cl)c1 (stereo not given) | -17 | -10% | 0% | -5%&4%&1% | -11% | 9% | ? | -10%&2%&6% | -9%&2%
COC1=CC=C2[C@H]3Cc4ccc(OC)c5c4[C@@]2(CCN3C)C1O5 (stereo not given in full) | -4 | -7% | 0% | 14% | 6% | 10% | i | ? | 0%
Cc1ncc(CN2CCCC(C(=O)c3sccc3C)C2)s1 (stereo not given) | 49 | -2% | -9% | -2% | -4% | -8% | i | 0% | -13%[11.3 µM]
COc1ccc(SCC2CN(C)CCC2c2ccc(F)cc2)cc1 (stereo not given) | -2 | -25% | -1% | ? | -24% | ? | i | ? | ?
Cc1ccc(/C=C2/C(=O)NC(=O)N(C)C2=O)cc1 | 14 | 8% | 2% | 0% | 11% | -5% | i | 1% | 22%
Cc1cccc(N2CCc3c2nc2ccccc2c3N)c1 | -91*! | -1%&-29% | ? | 24%&0% | -28%&-38% | 0%&-1% | ? | 15µM* | 6%&-14%
CC(=O)Nc1ccccc1C(=O)OCc1cccc(F)c1 | 43 | 11% | -3% | -5% | -2% | 10% | ? | 10% | 45%[activator]
COc1ccc(Cn2c(O)c(C=Nc3c(C)n(C)n(-c4ccccc4)c3=O)c(=O)[nH]c2=O)cc1 | 5 | 3% | -3% | ? | 5% | 2% | i | ? | -3%
Cc1nn(-c2ccccc2)c2c1CC1(C(=O)N(C)C(=O)N(C)C1=O)C1CCCCN21 (stereo not given) | 39 | 0% | 9% | -9%[9.22 µM] | 0% | 6% | i | 3% | -4%
CN1CCN(C(=O)COc2ccc(C(C)(C)C)cc2Br)CC1 | 0 | -8% | -12% | 1% | -27% | -9% | i | ? | 12%
Cc1nc(-c2coc3cc(OCC(=O)O)ccc3c2=O)cs1 | -5 | ? | ? | -7% | -41% | -27% | i | 3% | ?
O=C1C=CC2C3C(=O)N(c4ccccc4)C(=O)C3C1N2Cc1ccccc1 (stereo not given) | -97* | 10µM* | ? | 3.7µM* | 13µM* | ? | 6µM* | ? | ?
CNC(=S)N(C)CCc1cc2c(c(OC)c1/C=C1/C(=O)NC(=O)N(C)C1=O)OCO2 | ? | 6% | 5% | -12% | -1% | 1% | i | 6% | -3%

Look-ups from the entries so far:
COC(=O)C1=C(c2ccc(F)cc2OCc2ccccc2)C[C@@H]2CC[C@H]1N2C(=O)NCCCOC(C)C in HT1080-NT tox → -2%
CCC1(Cc2ccccc2)C(=O)NC(=S)N(C)C1=O (stereo not given) in ATXN2 expr inh → 10%

Other entries follow.
SMILES | IL-1B inflam inh | HT1080 IDH1KD tx | KB-3-1 tox | SW480 rereplic | HepG2 viability | HT1080-NT tox | ATXN viability | MCF10A rereplic | ATXN2 expr inh
CC1CCCC(C)N1/N=C/c1c[nH]c2ccc(Br)cc12 (stereo not given) | -93* | ? | ? | ? | 18µM* | 21µM* | i | ? | -36%
Nc1ncc([N+](=O)[O-])s1 | 13 | 3% | 0% | -4% | 8% | 2% | ? | 3% | -1%
O=C(N/N=C/c1c(O)n(CCc2ccccc2)c(=O)[nH]c1=O)c1ccccc1 | 41 | 3% | 1% | ? | 8% | -1% | ? | 1% | -12%
CCCNS(=O)(=O)c1ccc(OCC(=O)N2CCN(Cc3ccccc3)CC2)cc1 | -2 | -12% | ? | 2% | -7% | -2% | i | 3% | -8%
CC1CCN(CC(=O)c2ccccc2Cl)CC1 | -7 | -8% | 0% | 17% | -10% | -6% | i | ? | 28%
O=C(NC(=S)N1C[C@H]2C[C@H](C1)c1cccc(=O)n1C2)c1ccc(Cl)cc1Cl | -1 | 11% | 0% | ? | -3% | 0% | i | 0% | -6%
O=C1N[C@H](Cc2ccccc2)C(=O)N2[C@@H]3[C@H](C[C@@H]12)c1ccccc1N3OOSc1ccccc1 | 0 | -15% | 0% | -2% | 0% | -1% | ? | 7% | 0%
N#CC(c1ccccc1)c1cccc(Cl)n1 (stereo not given) | -25 | 3% | -6% | ? | 1% | 2% | ? | 10% | -4%
Cc1ccnc(NS(=O)(=O)c2ccc(N=Cc3c(O)n(C)c(=O)n(C)c3=O)cc2)n1 | 34 | 3% | 5% | -2% | 7% | 11% | . | -2% | -26%
C/C(Cl)=C/CC1(CN2CCCC2=O)C(=O)NC(=O)NC1=O | 2 | 11% | 8% | -3% | -2% | 15% | i | -1% | 19%
O=c1[nH]c(=O)n(CCC2=CCCCC2)c(O)c1/C=N/Nc1cccc2ccccc12 | 43 | -26% | ? | ? | -19% | -16% | i | 2% | -20%
Cc1ccc(-n2c(C)cc(/C=C3\C(=O)NC(=O)N(C)C3=O)c2C)cc1C | -5 | 5% | -3% | -2% | 0% | 5% | i | -1% | -1%
CCN(CC)P(=O)(NC(=O)c1cccn1C)N(CC)CC | 4 | 22% | ? | 2% | 39% | -5% | i | 0% | -15%
CCCCCCn1c(=O)c(C(=O)Nc2cnccn2)c(O)c2ccccc21 | 0 | ? | 2.1µM* | -5% | -5% | -21% | ? | ? | ?
COc1ccc(C=C2C(=O)N(C)C(=O)N(C)C2=O)cc1CSc1ccccn1 | 30 | 2% | 1% | ? | -1% | -1% | i | 14% | 2%
CCN(C[C@H]1N[C@@](C)(C(=O)OC)[C@H]2C(=O)N(Cc3ccccc3)C(=O)[C@@H]12)C(=O)Nc1ccccc1 | 10 | -2% | 1% | ? | -16% | 0% | i | 1% | 3%
O=C(COc1ccccc1)c1cn(Cc2ccccc2)c2ccccc12 | -25 | -13% | -7% | 19% | 5% | -7% | i | ? | 8%
COC(=O)C1=C(c2cccc(OC)c2OC)C[C@@H]2CC[C@H]1N2C(=O)NCc1ccc(C(F)(F)F)cc1 | -3 | 0% | 3% | -8%[9.22 µM] | -14% | 6% | i | 15% | 1%
Cc1ccc(C(=O)n2cc(CCN3CCS(=O)(=O)CC3)c3ccccc32)cc1 | 2 | -9% | 0% | 3% | -12% | -1% | i | 1% | -23%
CN(C(=O)CNC(=O)OCc1ccccc1)c1ccc(Br)cc1C(=O)c1ccccc1Cl | -9 | ? | 2.3µM* | 12µM* | -14% | ? | i | 8.2µM* | 0%

Exported in CSV form: entries from further up.
canonical_smiles,IL-1B inflam inh,HT1080 IDH1KD tx,KB-3-1 tox,SW480 rereplic,HepG2 viability,HT1080-NT tox,ATXN viability,MCF10A rereplic,ATXN2 expr inh
C/C(Cl)=C/CC1(CN2CCCC2=O)C(=O)NC(=O)NC1=O,2,11%,8%,-3%,-2%,15%,i,-1%,19%
CCCNS(=O)(=O)c1ccc(OCC(=O)N2CCN(Cc3ccccc3)CC2)cc1,-2,-12%,?,2%,-7%,-2%,i,3%,-8%
CCN(CC)P(=O)(NC(=O)c1cccn1C)N(CC)CC,4,22%,?,2%,39%,-5%,i,0%,-15%
CC1CCN(CC(=O)c2ccccc2Cl)CC1,-7,-8%,0%,17%,-10%,-6%,i,?,28%
